From PubChem BioAssay
SMN2 splice up: SMN2 splice variant enhancement | AID 1458 | 210,000 compounds, 2.8% hits | Potency, µM (doses to about 46.1 µM), inactives show at the top dose activity change, positive = activation, actives largely listed as activators | HEK293 SMN2-luciferase splicing reporter, luminescence, 30-36 h; note: % of control where 0% means no effect; nearly all actives have a fitted effect of over 55% in size
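HEK293 cells carry an SMN2 minigene-luciferase reporter in which exon 7 inclusion puts luciferase in frame. Cells were seeded at 2000 cells/well, attached for 10-12 hours, then exposed to compounds for 30-36 hours at 37C before ONE-Glo luminescence.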
ALDH1A1 block: inhibitors of human aldehyde dehydrogenase 1A1; P00352; Purified ALDH1A1, NADH fluorescence, propionaldehyde substrate; Potency, µM (series often up to 75.3 µM), for the others: at the highest dose activity, negative = inhibition, hits mostly inhibitors; 220,000 compounds, 7.3% hits; AID 1030; active = well fitted inhibition curve with a large enough effect, not every such curve was filed as active; inconclusive = small, poorly fitted or top-dose-only effect, or another doubt; inactive = no such curve, though single readings can be large or run the other way;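 note: plate controls were no enzyme wells and a reference inhibitor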
Target sequence (P00352 whole entry, looked up): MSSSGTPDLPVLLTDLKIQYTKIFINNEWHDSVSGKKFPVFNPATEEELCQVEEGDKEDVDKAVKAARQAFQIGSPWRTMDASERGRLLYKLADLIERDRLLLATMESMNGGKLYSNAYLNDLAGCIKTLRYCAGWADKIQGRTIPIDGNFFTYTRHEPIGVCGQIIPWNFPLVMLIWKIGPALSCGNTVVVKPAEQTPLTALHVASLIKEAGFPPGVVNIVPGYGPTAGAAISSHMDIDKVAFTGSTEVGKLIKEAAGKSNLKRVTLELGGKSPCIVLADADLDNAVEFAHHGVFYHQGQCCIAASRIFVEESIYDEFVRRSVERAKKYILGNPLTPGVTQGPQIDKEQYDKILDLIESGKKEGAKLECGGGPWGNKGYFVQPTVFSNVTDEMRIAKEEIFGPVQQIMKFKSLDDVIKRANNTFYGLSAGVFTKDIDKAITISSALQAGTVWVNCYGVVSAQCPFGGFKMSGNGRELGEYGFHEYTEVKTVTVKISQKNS
RECQ1 helicase: RECQ1 (human) helicase inhibition; 240,000 compounds, 0.54% hits; P46063; RECQ1 DNA unwinding, red fluorescence kinetic read; AID 2549; Potency, µM (doses to about 57.3 µM), inactives show at the top dose activity, negative = inhibition, most hits filed as inhibitors;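 note: plate controls were vehicle for no effect and no enzyme for full effect; nearly all actives have a fitted effect of over 30% in size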
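50 nM RECQ1T1 preincubated 15 min with compound in Tris pH 8.0 buffer with MgCl2, DTT, Tween-20 and 2.5 ug/ml poly(dI-dC); started with 200 nM TAMRA/BHQ-2 forked duplex and 2 mM ATP. Unwinding read as fluorescence (525/598 nm), two reads 2 h apart.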
TR SRC2 fluor cs: alters Texas Red total fluorescence, flagging assay interference | TRb/SRC2 Texas Red total fluorescence interference | 280,000 compounds, 0.29% hits | Potency, µM (series often up to 106 µM), inactives show top-dose fluorescence change, negative = quenching; active = well fitted curve in either direction with a large enough effect; inconclusive = small, poorly fitted or top-dose-only effect; note: % is set by controls: 0 for no effect and ±100 for the full control effect
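Flags fluorescent or light-absorbing compounds by total fluorescence, S + 2P, at 555 nm excitation and 632 nm emission. Mixture: 20 nM Texas Red SRC2 peptide, 0.6 uM human TRb LBD, 1 uM T3, 5% DMSO; compound exposure 5 h at ambient temperature.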
RGS12 GoLoco inh: RGS12 GoLoco-Gai1 interaction inhibition. P63096. Gai1:RGS12 GoLoco peptide FP, rhodamine, 10 min. Potency, µM (series often up to 61.6 µM), inactives show top-dose activity, negative = inhibition, most hits filed as inhibitors. 230,000 compounds, 0.44% hits. AID 880; active = well fitted inhibition curve with a large enough effect, not every such curve was filed as active; inactive = no such curve, though single readings can be large or run the other way; note: % is set by controls: 0 for no effect and ±100 for the full control effect; nearly all actives have a fitted effect of over 30% in size; many of its hits are not listed in these tables
Target sequence (P63096 whole entry, looked up): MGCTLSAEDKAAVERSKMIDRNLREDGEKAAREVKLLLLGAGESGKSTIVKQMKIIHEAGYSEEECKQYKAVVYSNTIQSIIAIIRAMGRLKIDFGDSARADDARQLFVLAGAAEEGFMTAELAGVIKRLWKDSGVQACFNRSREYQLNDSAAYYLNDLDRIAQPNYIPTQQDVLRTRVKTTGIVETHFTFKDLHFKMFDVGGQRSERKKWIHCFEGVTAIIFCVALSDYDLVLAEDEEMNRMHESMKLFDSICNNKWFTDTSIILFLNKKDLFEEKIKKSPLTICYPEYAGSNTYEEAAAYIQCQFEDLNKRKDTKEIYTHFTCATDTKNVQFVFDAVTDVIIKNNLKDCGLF
LMNA splice mod: modulators of lamin A splicing. 200,000 compounds, 0.01% hits. Potency, µM (highest dose often 46.1 µM), for the others: top-dose ratio change, negative = inhibition, usual class: inhibitors. AID 1487. HeLa LMNA splicing GFP/RFP minigene ratio, 48 h; active = well fitted inhibition curve with a large enough effect in the signal ratio, with a control signal flat, not every such curve was filed as active; inconclusive = small, poorly fitted or top-dose-only effect, or effect the other way, or a change in a side signal; the % refers to the signal ratio; note: % is set by controls: 0 for no effect and ±100 for the full control effect
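Read-out is the ratio of GFP to DsRed2 object intensity, acquired by 488 nm laser-scanning cytometry on HeLa lamin A-EGFP minigene reporter cells. Compound incubation 48 hrs at 37 °C in Opti-MEM with 2% FBS; DMSO 0.5% final.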
JMJD2E inh: JMJD2E (human) inhibition; Potency, µM (series often up to 57.1 µM), for the others: top-dose activity change, negative = inhibition, actives largely listed as inhibitors; AID 2147; JMJD2E catalytic domain, FDH-coupled NADH fluorescence (FDH is formaldehyde dehydrogenase); 230,000 compounds, 1.6% hits; active = well fitted inhibition curve with a large enough effect, not every such curve was filed as active; inconclusive = small, poorly fitted or top-dose-only effect, or another doubt; inactive = no such curve, though single readings can be large or run the other way;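 note: 0% = wells with enzyme and -100% = buffer wells without enzyme; nearly all actives have a fitted effect of over 50% in size; many of its hits are not listed in these tables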
TRb SRC2 PPI: disrupts binding of human TR beta to SRC2. P10828. TRbeta-SRC2 peptide binding, fluorescence polarization; receptor liganded with 1 µM T3. Potency, µM (highest dose often 106 µM), for the others: top-dose activity change, negative = inhibition, most hits filed as inhibitors. 280,000 compounds, 0.065% hits. AID 1469;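 note: plate controls were bound peptide for no effect and peptide without receptor for full effect; nearly all actives have a fitted effect of over 50% in size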
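Binding of a 20-amino-acid Texas Red SRC2 peptide (20 nM) to TRb ligand-binding domain (0.6 uM) with agonist T3 at 1 uM was followed by fluorescence polarization after a 5 hr room-temperature incubation.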
* hit, by the source's call; i = inactive; ? = inconclusive; · = not tested or not shown; & = joins results of further samples; [ ] = another dose, or the depositor's remark. Unless noted, calls come from the whole dose curve; as a rule, active = well fitted curve in the direction sought with a large enough effect; inconclusive = small, poorly fitted or top-dose-only effect, or another doubt; inactive = no such curve, though single readings can be large; an effect the other way counts as inactive or inconclusive. Potency is the fitted concentration of half-maximal effect. Not all compounds are listed (hit frequency here may not be typical).

1. COc1cccc(NC(=O)CN(c2cccc(OC)c2)S(C)(=O)=O)c1
2. C=CCn1c(SCC(=O)NC2CCS(=O)(=O)C2)nnc1-c1ccncc1 (configuration not stated)
3. COc1ccc(/C=N\NC(=O)CCN2CCN(c3ccccc3)CC2)cc1OC
4. O=C(OCCN1CCN(c2ncc(C(F)(F)F)cc2Cl)CC1)c1ccc(F)cc1
5. Cc1noc(C)c1S(=O)(=O)N1CCC(Cc2ccccc2)CC1
6. COc1ccc2c(C)c(C(=O)NCC(C)O)oc2c1OC (configuration not stated)

screen / no.	1	2	3	4	5	6
SMN2 splice up	·	?	1%	-6%	-19%	-4%
ALDH1A1 block	0%	-9%	2%	11%	-5%	?
RECQ1 helicase	-4%	23%	-1%	-8%	-3%	i
TR SRC2 fluor cs	2%	-1%	-5%	1%	2%	3%
RGS12 GoLoco inh	6%	-9%	5%	1%	8%	10%
LMNA splice mod	3%[46 µM]	·	15%	-11%	?	3%
JMJD2E inh	5%	10%	-2%	16%	2%	?
TRb SRC2 PPI	-4%	-4%	0%	7%	-12%	-1%

7. COC(=O)[C@@H]1C[C@H]1[C@@H](NC(=O)c1cc(C)nn1C)c1ccccc1
8. O=C(CC(NCCc1ccccc1)C(=O)O)Nc1ccc(O)cc1 (configuration not stated)
9. Fc1ccccc1C1c2[nH]c3ccccc3c2CCN1Cc1ccoc1 (configuration not stated)
10. O=C1C2Sc3[nH]c(=O)sc3C(c3cc([N+](=O)[O-])ccc3O)C2C(=O)N1c1ccccc1 (configuration not stated)
11. CCCCOc1ccc(C(=O)NCC(=O)OC2CCOC2=O)cc1 (configuration not stated)
12. CCOC(=O)c1c(CN2CCOCC2)n(C)c2cc(Br)c(O)c(CN(C)C)c12

screen / no.	7	8	9	10	11	12
SMN2 splice up	-4%	-6%	?	·	-23%	?
ALDH1A1 block	?	?	0%	·	8%	?
RECQ1 helicase	4%	-9%	-5%	19%	10%	-5%&-1%
TR SRC2 fluor cs	1%	-4%	-2%	-4%	0%	-2%&1%
RGS12 GoLoco inh	-4%	7%	13%	-4%	0%	-27%&-23%
LMNA splice mod	·	-15%	?	·	11%	-6%&-12%
JMJD2E inh	-6%	-2%	-2%	-7%	7%	-2%&-12%
TRb SRC2 PPI	1%	-2%	-6%	5%	-2%	8%&6%

13. O=C(CCc1ccccc1)NNC(=O)c1ccc(F)cc1
14. COc1cccc(N(CC(=O)NCCSc2ccccc2)S(C)(=O)=O)c1
15. O=C(Nc1nc(-c2cccs2)cs1)c1cc2ccccc2oc1=O
16. CC1SCCN1S(=O)(=O)c1ccc2ccccc2c1 (configuration not stated)
17. Cc1cc(C)c(NC(=O)c2cc(C(=O)O)ccc2C(=O)O)c([N+](=O)[O-])c1
18. Brc1ccc2c(c1)C(c1cccnc1)=NNC(c1cccs1)=N2

screen / no.	13	14	15	16	17	18
SMN2 splice up	·	-13%	11%	-38%[inhibitor]	6%	-9%[1.84 µM]
ALDH1A1 block	?	?	-4%	?	0%	10%
RECQ1 helicase	-12%	-2%	-9%	-8%	8%	0%
TR SRC2 fluor cs	-9%	-5%	-2%	2%	-3%	0%
RGS12 GoLoco inh	14%	10%	-8%	4%	-3%	-2%
LMNA splice mod	?	6%	4%	?	·	?
JMJD2E inh	?	-1%	4%	-6%	-9%	11%
TRb SRC2 PPI	-5%	-3%	-14%	-4%	9%	6%

19. Cc1cc2c(N=NC(=O)C3CC3c3ccccc3)c(O)[nH]c2cc1Br (configuration not stated)
20. O=C(CS(=O)(=O)c1cn(Cc2ccc(F)cc2)c2ccccc12)N1CCCCC1
21. CCCONC(=O)Nc1ccccc1[N+](=O)[O-]
22. COc1ccccc1-c1cncnc1N(C)Cc1ccco1
23. CCOC(=O)c1ccc(NC(=O)COc2ccc(CNCCO)cc2OCC)cc1
24. Cn1c(Cc2csc(N)n2)nnc1SCC(=O)NC1CCCCC1

screen / no.	19	20	21	22	23	24
SMN2 splice up	-9%	-1%	21%	·	12%	5%
ALDH1A1 block	5%	?	-9%	-17%	-2%	?
RECQ1 helicase	i	1%	-3%	-5%	2%	9%
TR SRC2 fluor cs	2%	-5%	0%	·	-1%	0%
RGS12 GoLoco inh	7%	-7%	2%	-3%	4%	5%
LMNA splice mod	-11%	?	-3%	?	7%[46 µM]	13%
JMJD2E inh	-1%	-6%	-1%	·	20%	?
TRb SRC2 PPI	-2%	-6%	1%	·	-6%	0%

25. CCN(CC)S(=O)(=O)c1ccc(C(=O)NCCN(C)C)cc1
26. Cc1noc(C)c1C(=O)Nc1nnc(-c2ccccc2)s1
27. O=C(c1ccc(S(=O)(=O)N2CCOCC2)cc1)N1CCN(c2ccccc2F)CC1
28. O=C(NCC(=O)N(c1ccccc1F)C(C(=O)NCC1CCCO1)c1ccccc1)c1ccco1 (configuration not stated)
29. COc1cccc(NC(=S)N2CCn3c(nc4ccccc43)C2)c1
30. Cc1ccc(NS(=O)(=O)c2ccc(CCC(=O)NCCO)cc2)cc1

screen / no.	25	26	27	28	29	30
SMN2 splice up	-7%	-22%	6%	?	-21%	-7%
ALDH1A1 block	-3%	12%	-3%	4%	-11%	-7%
RECQ1 helicase	i	i	-15%	-1%	-2%	i
TR SRC2 fluor cs	-2%	2%	-1%	-2%	-4%	-1%
RGS12 GoLoco inh	3%	5%	3%	4%	-7%	3%
LMNA splice mod	1%[46 µM]	18%	2%	-13%	·	0%
JMJD2E inh	3%	-4%	1%	6%	2%	5%
TRb SRC2 PPI	-11%	1%	-4%	11%	-6%	0%

31. COc1ccc(/C=C\C(=O)CC(O)(c2ccccc2)C(F)(F)F)cc1 (configuration not stated)
32. CC1CN(c2nc3c(c(=O)[nH]c(=O)n3C)n2Cc2ccccc2F)CC(C)O1 (configuration not stated)
33. Cc1ccc(Cn2nnnc2CN2CCC(NC(=O)C(C)(C)C)CC2)cc1
34. CC(=O)c1cc(OC(=O)N2CCOCC2)ccc1OC(=O)N1CCOCC1
35. Nc1cc(N)cc(C(=O)OCC(=O)Nc2cc(S(=O)(=O)N3CCCCC3)ccc2Cl)c1
36. COCCCNC(=O)CSc1ccc(Cl)cc1

screen / no.	31	32	33	34	35	36
SMN2 splice up	-12%	7%	-14%	5%	-4%	0%
ALDH1A1 block	?	1%	5%	-3%	-8%	4%
RECQ1 helicase	-13%	i	1%	-3%	5%	2%
TR SRC2 fluor cs	1%	-1%	0%	-11%	0%	2%
RGS12 GoLoco inh	2%	-13%	17%	2%	4%	4%
LMNA splice mod	?	4%	·	-2%	·	1%
JMJD2E inh	?	0%	-5%	0%	-1%	3%
TRb SRC2 PPI	-7%	-8%	-10%	5%	7%	3%

37. COc1ccccc1C(CC(=O)N1CCCC1)c1ccc2c(c1)OCO2 (configuration not stated)
38. Cc1ccc(-c2nc(C#N)c(NCc3cccc4c3OCO4)o2)cc1
39. O=C(N/N=C/c1ccncc1)c1ccc(OCc2ccccc2)cc1
40. COc1ccc(C(=O)c2c[nH]c3ccccc23)cc1
41. CC(=O)Nc1ccc(S(=O)(=O)N2CCN(CCC#N)CC2)cc1
42. O=C(Oc1ccccc1Cl)c1ccc(-n2cncn2)nc1

screen / no.	37	38	39	40	41	42
SMN2 splice up	-4%	13%	·	?	-3%	-3%
ALDH1A1 block	8%	?	·	-11%	-1%	-12%
RECQ1 helicase	i	-5%	4%	-6%	-5%	-4%
TR SRC2 fluor cs	0%	-3%	-2%	1%	-2%	-5%
RGS12 GoLoco inh	8%	0%	5%	8%	-5%	4%
LMNA splice mod	·	?	·	-7%	0%	13%
JMJD2E inh	2%	?	-10%	1%	4%	2%
TRb SRC2 PPI	8%	-10%	-7%	2%	15%	5%

Single records (already shown). Order of values: SMN2 splice up	ALDH1A1 block	RECQ1 helicase	TR SRC2 fluor cs	RGS12 GoLoco inh	LMNA splice mod	JMJD2E inh	TRb SRC2 PPI
COc1ccc(C(=O)c2c[nH]c3ccccc23)cc1 in the list: ?	-11%	-6%	1%	8%	-7%	1%	2%
Cc1ccc(-c2nc(C#N)c(NCc3cccc4c3OCO4)o2)cc1 in the list: 13%	?	-5%	-3%	0%	?	?	-10%

Later entries:
43. O=C(O)Cn1nc(-c2ccccc2)oc1=O
44. O=C(CSc1ccc(-c2ccc(F)cc2)nn1)NCCc1ccccc1
45. Nn1c(SCC(=O)NC2CCCc3ccccc32)nnc1-c1ccc(Cl)cc1Cl (configuration not stated)
46. Clc1ccc(C2=Nn3c(nnc3-c3n[nH]c4c3CCC4)SC2)cc1Cl
47. CC(C)c1cc(Nc2cccc(O)c2)cc(C(C)C)c1O
48. CCCCCCCCCCCCCCCC(=O)OCC(NC(=O)C(Cl)Cl)C(O)c1ccc([N+](=O)[O-])cc1 (configuration not stated)
49. COCCOC(=O)c1[nH]c2c(c1C)C(=O)CC(c1ccc(F)cc1)C2 (configuration not stated)
50. CC(C)Nc1nc(Oc2ccc(Cl)cc2)cc(C(F)(F)F)n1
51. CNC(=O)Nc1ccccc1NC(=O)NC

screen / no.	43	44	45	46	47	48	49	50	51
SMN2 splice up	-10%	2%	·	10µM*	-1%	·	-23%	-7%	?
ALDH1A1 block	6%	2%	-7%	-4%	?	7%	5%	-3%	17%
RECQ1 helicase	i	-14%	-9%	-1%	-4%	i	-9%	-2%	?
TR SRC2 fluor cs	2%	-1%	-5%	1%	0%	0%	-4%	0%	-3%
RGS12 GoLoco inh	-5%	-4%	·	14%	4%	7%	4%	-9%	-6%
LMNA splice mod	-8%	?	-7%	?	-16%	·	-27%	20%	2%
JMJD2E inh	-1%	0%	-11%	-3%	0%	·	-5%	?	1%
TRb SRC2 PPI	-16%	1%	-12%	3%	7%	4%	0%	1%	1%
